EPAC1 antag: blocks human EPAC1 exchange factor. O95398. EPAC1 GEF assay, Rap1b-BODIPY-GDP exchange fluorescence. Potency, µM (titrated, usually from 115 µM), for the others: at the highest dose activity change, negative = inhibition, usual class: inhibitors. hit rate 0.14% among 360,000;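 further: potency means the concentration at half of the fitted maximal effect; plate controls were vehicle for no effect and positive control for full effect; nearly all actives have a fitted effect of over 50% in size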
CCT modulator: cytosolic chaperonin activity modulation; purified chaperonin ATPase assay, HTRF ADP detection, 30 min; activity change, % (no concentration beside the values), hits read low; hit rate 0.3% among 360,000; AID 651819; in the data active means activity change below about -30%; further: on the % scale 0 is the no-effect control and ±100 the full control effect
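TRiC at 40 or 20 nM final (batch-dependent) in 30 mM Tris pH 7.4, 100 mM KCl, 5 mM MgCl2, 1 mM DTT, with compound at single 76 uM and 10 uM ATP, 30 min at 37 deg C. ADP detected by HTRF Transcreener, 665/615 ratio.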
WRN inhibitor: inhibitors of human WRN helicase; hit rate 0.46% among 360,000; Potency, µM (doses to about 114 µM), inactives show at the highest dose activity change, negative = inhibition, most hits filed as inhibitors; WRN helicase unwinding, fluorescent forked duplex, kinetic; further: potency means the concentration at half of the fitted maximal effect; on the % scale 0 is the no-effect control and ±100 the full control effect; nearly all actives have a fitted effect of over 55% in size
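Enzyme (20 nM final) and test compound sit together 15 min at room temperature before substrate addition. Substrate is a single-forked duplex oligonucleotide (100 nM) labelled with fluorophore and quencher, with 2 mM ATP; helicase unwinding raises red fluorescence, read kinetically.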
IL2 activator: activates IL-2 in a cell-based reporter assay; IL-2 activation reporter assay, cell-based qHTS; stimulated with anti-CD3/CD4/CD28 beads; in transgenic mouse T cells; activation, % (series mostly up to about 46 µM); hit rate 0.065% among 360,000; AID 652025; in the data active means activation above about 50%; inconclusive means mostly about 30% to 49%; further: 0% is about no effect
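Unstimulated transgenic mouse T cells preincubated 60 min with compound, then stimulated with anti-CD3/anti-CD4-coated beads plus anti-CD28 for 18 h at 37 degrees C. IL-2 response read as EGFP and DsRed fluorescence by plate cytometry.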
EPAC2 ag: EPAC2 (human) agonism; Q8WZA2; EPAC2 activation, biochemical qHTS; response scale: 100% = 6.5 mM cAMP response; Potency, µM (doses to about 154 µM), inactives show top-dose activation, hits mostly activators; hit rate 0.079% among 360,000; AID 720711; further: potency means the concentration at half of the fitted maximal effect; nearly all actives have a fitted effect of over 50% in size
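Compounds were titrated in qHTS against a Rap1B-BODIPY-GDP (250 nM) complex with EPAC2 (100 nM) and GDP (50 uM). BODIPY-GDP release tracked at 480/540 nm over 30 min at room temperature, normalized to 6.5 mM cAMP.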
PI5P4Ka inh: inhibitors of human PI5P4K alpha. PI5P4Kalpha enzyme, ADP-Glo luminescence, 60 min; hits give low values. max response, %. hit rate 1.2% among 330,000; active means max response of -50% or lower; inconclusive means between -30% and -50%; inactive means -30% or higher; further: value at the top dose of about 77 µM; on the % scale 0 is the no-effect control and ±100 the full control effect
Target sequence (P48426 whole entry, looked up): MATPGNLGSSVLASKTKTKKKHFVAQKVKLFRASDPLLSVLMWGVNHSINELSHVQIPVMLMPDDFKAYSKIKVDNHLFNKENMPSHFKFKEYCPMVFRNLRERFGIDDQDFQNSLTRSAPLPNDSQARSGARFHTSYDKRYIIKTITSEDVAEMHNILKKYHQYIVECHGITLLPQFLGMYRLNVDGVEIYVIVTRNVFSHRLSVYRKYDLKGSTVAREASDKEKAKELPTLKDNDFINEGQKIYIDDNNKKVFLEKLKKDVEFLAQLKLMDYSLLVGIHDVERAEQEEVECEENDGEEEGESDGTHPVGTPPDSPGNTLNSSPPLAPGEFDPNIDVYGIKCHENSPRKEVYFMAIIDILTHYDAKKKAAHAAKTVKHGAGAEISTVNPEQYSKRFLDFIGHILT
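Quantitative HTS of the MLSMR library against PI5P4Kalpha with substrate. ATP added last at 5 microM final; room temperature, 60 minutes. Remaining ATP depleted, ADP converted and read as luminescence.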
EPAC1 ag: EPAC1 (human) agonism | O95398 | EPAC1 agonist qHTS, biochemical assay; response scale: 100% = response to 6.5 mM cAMP | Potency, µM (doses to about 154 µM), for inactives: at the highest dose activation, most hits filed as activators | hit rate 0.073% among 360,000 | AID 720707; further: potency means the concentration at half of the fitted maximal effect; nearly all actives have a fitted effect of over 60% in size
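Compounds were pinned as a concentration titration into mixtures of EPAC1 (100 nM), BODIPY-GDP-loaded Rap1B (250 nM) and GDP (50 uM). After 5 min at room temperature, fluorescence was followed for 30 min; activity was scaled to 6.5 mM cAMP.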
PLK1 PBD block: inhibitors of human PLK1 polo-box domain binding; P53350; AID 720504; Potency, µM, for the others: max response, negative = inhibition, actives largely listed as inhibitors; Plk1 PBD binding of FITC phosphopeptide, fluorescence polarization; hit rate 2.8% among 360,000; further: potency means the concentration at half of the fitted maximal effect; series mostly up to about 57 µM; on the % scale 0 is the no-effect control and ±100 the full control effect; nearly all actives have a fitted effect of over 65% in size
Target sequence (P53350 whole entry, looked up, the tested form may be a part): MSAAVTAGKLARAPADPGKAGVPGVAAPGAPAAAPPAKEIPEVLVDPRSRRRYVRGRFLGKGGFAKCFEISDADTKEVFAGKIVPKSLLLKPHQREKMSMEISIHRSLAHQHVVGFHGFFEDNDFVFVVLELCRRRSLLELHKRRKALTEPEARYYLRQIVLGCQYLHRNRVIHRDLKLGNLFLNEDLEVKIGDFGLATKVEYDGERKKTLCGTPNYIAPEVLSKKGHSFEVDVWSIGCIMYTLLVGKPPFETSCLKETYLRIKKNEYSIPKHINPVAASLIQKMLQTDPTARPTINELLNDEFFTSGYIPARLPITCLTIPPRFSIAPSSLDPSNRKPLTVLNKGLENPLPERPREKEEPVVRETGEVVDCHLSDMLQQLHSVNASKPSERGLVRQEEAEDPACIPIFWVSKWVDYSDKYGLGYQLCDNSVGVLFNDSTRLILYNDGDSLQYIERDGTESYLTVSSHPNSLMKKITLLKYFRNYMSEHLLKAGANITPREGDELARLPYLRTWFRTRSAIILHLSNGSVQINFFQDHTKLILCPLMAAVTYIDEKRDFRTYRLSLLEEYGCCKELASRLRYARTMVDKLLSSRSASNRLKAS
Starred values were filed as active, the others as inactive; ? = inconclusive; · = no result given; [ ] = remark or other dose. Unless noted, the call rests on the fitted dose curve; in most records, active means well fitted curve in the direction sought with a large enough effect; inconclusive means small, poorly fitted or top-dose-only effect, or another doubt; inactive means no such curve, though single readings can be large; an effect the other way counts as inactive or inconclusive.

SMILES	EPAC1 antag	CCT modulator	WRN inhibitor	IL2 activator	EPAC2 ag	PI5P4Ka inh	EPAC1 ag	PLK1 PBD block
COc1ccc(C(=O)NCc2nnc(SCC(=O)Nc3nnc(C)s3)o2)cc1OC	-24%	0.1	-3%	-0.3	1%	-8	2%	-2%
CCCCCCCC1CC(CSc2ncn[nH]2)OC1=O (stereo not drawn)	-12%	-1.3	5%	-0.7	-8%	6	1%	-14%
O=C(NCCOc1ccccc1Cl)c1cccc2c1C(=O)c1ccc(Cl)cc1S2(=O)=O	-10%	-1.6	17%	-5.4	2%	3	-7%	-14%
O=C(C1CCCCC1)N1CCCC(c2nc(-c3ccc(F)cc3)no2)C1 (stereo not drawn)	-14%	-0.4	-9%	0.6	4%	·	11%	-7%
COCCNc1c2c(c(C#N)c3nc4ccccc4n13)CCCC2	11%	-6.1	-5%	-0.9	-16%	0	2%	2%
CCC(c1ccc(O)cc1)C(CC)c1ccc(O)cc1 (stereo not drawn)	-19%	-1.5	-12%	0.5	17%	-25	-12%	-13%
O=c1cc(-c2ccccc2)oc2cccc(O)c12	3%	2.3	9%	-0.3	-2%	2	-8%	-1%
C[C@@H]1CN([C@@H](C)CO)S(=O)(=O)c2ccc(Br)cc2O[C@H]1CN(C)C(=O)Cc1cccnc1	-7%	-0.4	-8%	1.5	9%	-1	8%	0%
O=C(NCCc1ccccc1)c1nc(CS(=O)(=O)c2ccc(Cl)cc2)no1	-12%	1.3	-8%[57.1 µM]	-1.4	6%	-1	7%	6%
Cc1onc(-c2c(F)cccc2Cl)c1C(=O)NCCc1ccc(S(N)(=O)=O)cc1	-6%	-4.0	-10%	0.8	9%	·	4%	-10%
O=C(Nc1ccc(Cl)c(Cl)c1)NC1CCS(=O)(=O)C1 (stereo not drawn)	-8%	-0.4	-3%	0.9	11%	-5	0%	-3%
Cc1ccc(CCNC(=O)C2CCC(=O)N(CC3CCCCC3)C2)cc1 (stereo not drawn)	8%	1.0	-5%	0.5	-16%	3	-17%	5%
Cc1ccc(NC(=O)CSc2nc3ccccc3nc2N2CCCC2)cc1	-27%	-1.4	-3%	-3.8	13%	2	-5%	-4%
O=C(CNC(=O)c1ccc(Br)cc1)N=Nc1c(O)[nH]c2ccc([N+](=O)[O-])cc12	2%	1.3	-24%	0.6	0%	-24	-6%	-2%
[O-][n+]1c2ccccc2c2n1CCN1CCOC21c1ccc(Cl)cc1 (stereo not drawn)	7%	-1.7	0%	-2.2	14%	-3	2%	?
COc1ccccc1CNC(=O)c1sccc1C	-12%	-2.3	1%	2.4	2%	-3	9%	-12%
O=C(c1cc(S(=O)(=O)N2CCCC2)c(Cl)cc1Cl)N1CCCC1	-11%	0.3	2%	0.1	7%	-9	-1%	-10%
O=C1NC(C(=O)O)=CC(c2cccc(Cl)c2Cl)N1 (stereo not drawn)	-13%	1.4	-1%	0.3	5%	-6	2%	0%
CCOC(=O)C1=CCC(c2ccc(F)cc2)N(S(=O)(=O)c2ccc(C)cc2)C1 (stereo not drawn)	-5%	0.6	-14%	-0.7	7%	8	3%	-10%
COc1ccc(-c2ccc(SCC(=O)N3c4ccccc4CC3C)nn2)cc1OC (stereo not drawn)	-4%	0.1	-21%	8.2	23%	·	16%	-10%
CC(C)(C)OC(=O)C[C@H]1C/C=C\C[C@@H](CC(=O)N(CCO)Cc2ccccc2)C(=O)NCCOC1=O	-5%	-2.2	-4%	-1.8	-1%	1	-16%	-7%
CC(C)Cc1ccc(C(C)C(=O)Nc2ccc(O)cc2)cc1 (stereo not drawn)	-18%	1.1	0%	-1.9	9%	8	1%	3%
CCCOc1cccc(C(=O)Nc2ccccc2C(=O)N2CCN(C)CC2)c1	21%	0.6	-5%	-2.5	6%	6	0%	1%
O=C(COC(=O)CCc1ccc(S(=O)(=O)N2CCOCC2)cc1)Nc1ncc(C(F)(F)F)cc1Cl	-17%	-0.5	-9%	-0.8	-5%	·	12%	-4%
COc1ccc(CNn2cnnc2)c(O)c1	-16%	0.8	3%	-2.9	5%	1	3%	-3%
O=c1[nH]c2ccccc2n1C1=CCNCC1	-4%	-2.8	13%	1.7	14%	3	9%	-12%
CN(CC1CCCN(CCc2ccc(Cl)cc2)C1)C(=O)c1ccc2nc[nH]c2c1 (stereo not drawn)	8%	-2.0	-27%	-4.2	-1%	-2	3%	-9%
Cc1nc2cc(NC(=O)Nc3nccs3)ccc2n1C	3%	-1.8	-19%	2.5	5%	·	3%	-1%
Cc1cccc(N(Cc2ccccc2F)S(C)(=O)=O)c1	9%	-3.9	2%	2.0	8%	-5	4%	4%
CCCS(=O)(=O)C(=C1NCCO1)S(=O)(=O)CCC	-23%	-4.0	-1%	6.1	-1%	1	0%	-21%

Some of the entries above in a different format.
> CN(CC1CCCN(CCc2ccc(Cl)cc2)C1)C(=O)c1ccc2nc[nH]c2c1 (stereo not drawn)
  EPAC1 antag = 8%
  CCT modulator = -2.0
  WRN inhibitor = -27%
  IL2 activator = -4.2
  EPAC2 ag = -1%
  PI5P4Ka inh = -2
  EPAC1 ag = 3%
  PLK1 PBD block = -9%

> Cc1nc2cc(NC(=O)Nc3nccs3)ccc2n1C
  EPAC1 antag = 3%
  CCT modulator = -1.8
  WRN inhibitor = -19%
  IL2 activator = 2.5
  EPAC2 ag = 5%
  PI5P4Ka inh = ·
  EPAC1 ag = 3%
  PLK1 PBD block = -1%

> Cc1cccc(N(Cc2ccccc2F)S(C)(=O)=O)c1
  EPAC1 antag = 9%
  CCT modulator = -3.9
  WRN inhibitor = 2%
  IL2 activator = 2.0
  EPAC2 ag = 8%
  PI5P4Ka inh = -5
  EPAC1 ag = 4%
  PLK1 PBD block = 4%

> CCCS(=O)(=O)C(=C1NCCO1)S(=O)(=O)CCC
  EPAC1 antag = -23%
  CCT modulator = -4.0
  WRN inhibitor = -1%
  IL2 activator = 6.1
  EPAC2 ag = -1%
  PI5P4Ka inh = 1
  EPAC1 ag = 0%
  PLK1 PBD block = -21%

(list continues)
SMILES	EPAC1 antag	CCT modulator	WRN inhibitor	IL2 activator	EPAC2 ag	PI5P4Ka inh	EPAC1 ag	PLK1 PBD block
O=C(CNC(=O)c1ccc(Cl)cc1Cl)OCN1C(=O)c2ccccc2C1=O	0%	1.3	-6%	4.5	3%	0	4%	-9%
COc1cc(/C=C/c2[nH]c(=O)[nH]c(=O)c2[N+](=O)[O-])ccc1OCCC(C)C	-12%	-5.5	7%[57.1 µM]	4.0	-16%	?	4%	-10%
COc1ccccc1NS(=O)(=O)c1ccc(O)cc1	9%	-1.2	7%	0.1	1%	-28	1%	3.4µM*
CC1C(=O)N(Cc2ccc(F)cc2)c2ccccc2N1C(=O)c1c(F)cccc1F (stereo not drawn)	-6%	-1.4	-2%	-3.7	20%	-7	-1%	5%
O=C(CSc1ccccc1)Nc1ccc(-c2nc3ccccc3[nH]2)cc1	10%	0.8	-32%	0.0	3%	-5	1%	-2%
CCOC(=O)N1CCN(C(=O)COC(=O)CNC(=O)c2ccc(C)cc2)CC1	4%	-0.5	1%	-3.4	0%	7	-1%	-3%
CCOC(=O)C(=O)N(C)c1c(CC)nc2c(OCc3ccccc3C)cccn12	8%	-0.7	-3%	-0.2	13%	1	-14%	-4%
Cc1ccccc1NC(=O)c1cccnc1	-1%	1.7	4%	-0.8	-3%	9	-10%	7%
CCCCN(C(=O)c1cc(S(=O)(=O)N2CCCCC2)ccc1Cl)c1c(N)n(CC(C)C)c(=O)[nH]c1=O	-14%	-1.4	2%	4.9	-5%	-8	-3%	-3%
CS(=O)(=O)NCc1csc(-c2ccccc2)n1	6%	0.1	-9%	-0.4	-7%	1	1%	-3%
N#CCC(=O)NCCCc1ccccc1	-46%	-1.9	-8%	1.1	0%	5	-5%	-11%
CN1CCN(C(=O)c2cn(C)c3ccc(S(=O)(=O)N(C)C4CCCCC4)cc3c2=O)CC1	-12%	-0.2	8%	-1.2	7%	2	10%	-35%
O=C(C[n+]1cccc(C(=O)Nc2ccccc2)c1)c1ccc(Cl)cc1	-5%	-0.4	-4%	-0.5	2%	0	4%	-5%
Cc1ccsc1/C=N/NC(=O)c1c[nH]c2ccccc12	-5%	1.6	-20%	-1.5	-3%	0	5%	0%
Cc1cnc(C(=O)OCC(=O)Nc2cc(Cl)ccc2C#N)cn1	-1%	-1.9	-23%	-0.1	16%	-15	6%	1%
CCOC(=O)C1=CC[C@H]2c3c(c4ccccc4n3C)C(=O)C1N2C(=O)OC(C)(C)C	-8%	-0.6	0%	-0.3	2%	0	-7%	-6%
CCOC(=O)c1cnc(SCC(=O)N2CCc3ccccc32)nc1N	10%	-1.6	-3%	-0.4	11%	·	3%	-14%
CC12CCC(=O)N1C(C(=O)Nc1cc(Cl)ccc1N1CCCC1)CS2 (stereo not drawn)	-7%	1.8	-3%	0.1	3%	1	10%	-3%
O=S1(=O)C[C@@H](N2CCC[C@@H]2CO)[C@H](COCc2ccccc2)N1	-21%	1.2	-10%	-0.7	5%	-10	-5%	-8%
O=C(O)C1C2OC(C(Br)C2Br)C1C(=O)O (stereo not drawn)	9%	-1.8	0%	-0.5	6%	-1	7%	5%
CCC(C)[C@H]1COCCS(=O)(=O)N1Cc1ccc(Br)cc1 (stereo partly drawn)	-1%	-0.6	-1%	-4.1	17%	15	-4%	5%
Cc1ccc([C@H]2N[C@]3(CCCN(Cc4ccc(Cl)cc4)C3=O)[C@H]3C(=O)N(C)C(=O)[C@@H]23)cc1	-5%	-2.2	-9%	3.3	9%	10	9%	3%
Cc1nc(CS(=O)c2ccc(Cl)cc2)cc(N2CCOCC2)n1 (stereo not drawn)	6%	-2.5	-1%	-3.5	-13%	-3	5%	?
COc1cc2cc(CCOC(=O)N3CCCCC3)oc(=O)c2cc1OC	-18%	-0.7	5%	1.9	12%	-5	-5%	-13%
CCOc1ccc(/C=N/NC(=O)CN2CCCCCCC2)cc1	-13%	-1.0	-6%	1.2	1%	-4	-9%	4%
N#C/C(=C/c1ccc(Sc2nc3ccccc3[nH]2)o1)c1ccccc1F	12%	-0.2	-9%	-1.4	7%	·	14%	-7%

Assay outcomes deposited in PubChem BioAssay by National Center for Advancing Translational Sciences (NCATS).

Only part of the results is shown; the hit share may differ from the screen's.
